Screening data (PubChem)
MCL1 BIM primary: inhibitors of MCL1 binding to BIM-BH3, primary screen, biochemical, fluorescence polarization; AID 2057, 2009; GST-MCL1 / FITC-Bim-BH3 fluorescence polarization; 320,000 tested, 0.68% active; inhibition, % at 10.9 µM;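 active = inhibition above the mean inhibition of all tested compounds plus 3 SD, set per campaign, cut at about 40% in these data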;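 also: 0% = DMSO wells and 100% = unlabeled Bim-BH3 peptide control; higher means more loss of mP so more displacement of Bim peptide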
GLD-1 TGE inh: GLD-1/TGE RNA complex disruptors, primary screen, biochemical, fluorescence polarization; inhibition, % at 5.96 µM; Female germline-specific tumor suppressor gld-1 (Caenorhabditis elegans), Q17339; 320,000 tested, 0.44% active; purified GLD-1 + fluorescein TGE RNA;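 active = percent inhibition above a per-plate cutoff, the plate mean of test compounds plus 3 SD, cut at about 30% in these data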;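 also: 0% = DMSO wells with GLD-1 and probe and 100% = wells lacking GLD-1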
MEX-5 binding: MEX-5 zinc finger RNA-binding disruptors – biochemical, C. elegans, fluorescence polarization, MLPCN library, primary screen. Zinc finger protein mex-5 (Caenorhabditis elegans), Q9XUB2. MEX-5/FITC-TCR2 RNA binding; stronger effect = lower value. activity score (negative = inhibition of binding), % at 10 µM. 300,000 tested, 0.38% active;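 active = inhibition past about -25% in most replicates, and total fluorescence under double the plate's negative control median, limit read from the data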;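 also: 0% = DMSO and -100% = 5 µM competing unlabeled TCR2 RNA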
PME-1 inh: PME-1 inhibitors via competitive probe labeling, primary screen, biochemical, fluorescence polarization, FP-Rh probe, HTS; recombinant PME-1; inhibition, % at 5.9 µM; 320,000 tested, 0.53% active; AID 2130, 2009;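 active = inhibition above the campaign mean of all compounds plus 3 SD, cut at about 26% in these data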;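 also: competitive labeling of PME-1 active site by serine hydrolase directed probe; 0% = PME-1 with DMSO and 100% = wells lacking PME-1 enzyme; inhibitors block probe labeling so polarization falls and inhibition rises; many of its hits are not listed in these tables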
GRK2 inh: compounds blocking aptamer binding on GRK2 – biochemical, human GRK2, bead flow cytometry, HTS, primary screen; Beta-adrenergic receptor kinase 1 (Homo sapiens), P25098; FAM-aptamer displacement from GRK2; inhibition of aptamer binding, % at 10 µM; 330,000 tested, 0.59% active; AID 488847, 2010;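 active = inhibition of aptamer binding above 40%, roughly 3 SD of noise, on plates passing a quality check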;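 also: median bead fluorescence of bound FAM aptamer so fluorescent compounds give negative values; no value below 0 was filed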
BCLXL inh: inhibitors of human Bcl-xL, primary screen, biochemical, fluorescence polarization, HTS. Bcl-2-like protein 1 (Homo sapiens), Q07817. GST-Bcl-xL / FITC-Bim BH3 peptide fluorescence polarization. inhibition, % at 10.9 µM. 320,000 tested, 0.7% active. AID 2129, 2009;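 active = inhibition above the mean of all tested compounds plus 3 SD, cutoff set per campaign, cut at about 30% in these data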;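 also: 0% = DMSO wells and 100% = unlabeled Bim-BH3 peptide competitor; inhibitors lower millipolarization by displacing the labeled peptide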
Efflux pump mplx: inhibitors of Candida efflux pumps in yeast, primary screen, S. cerevisiae, Nile Red, multiplex | S. cerevisiae Candida pump triplex | inhibition, % at 10 µM | 330,000 tested, 0.44% active | AID 485275, 2010;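 active = plate passing quality check with inhibition over a set limit, or well fluorescence over plate mean plus 4 SD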;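 also: Nile Red retained in pooled yeast measured as flow cytometry median fluorescence; 0% = buffer negative control and 100% = Enniatin B positive control; higher means more Nile Red kept so more efflux inhibition; some compounds called inactive have numbers as strong as hits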
Fam108B inh: mouse Fam108B serine hydrolase inhibitors, primary screen, counter-screen for RBBP9 inhibitor project, biochemical, fluorescence polarization; recombinant Fam108B, FP-Rh probe fluorescence polarization; inhibition, % at 9.51 µM; 300,000 tested, 0.33% active; AID 1947, 2009;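 active = inhibition above the screen mean inhibition plus 3 SD, computed separately per campaign, cut at about 18% in these data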;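 also: inhibitors lower polarization as less probe binds the enzyme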
VLA-4 inh: inhibition in human VLA-4 binding assay, primary screen, VLA-4 allosteric modulator project, MLPCN library, flow cytometry, VLA-4 expressing cells | inhibition, % (about 7 µM as worked out from the volumes in the protocol) | 330,000 tested, 0.2% active | Integrin alpha-4 (Homo sapiens), P13612 | ligand binding flow cytometry; in the data active = inhibition above about 50%
Target sequence (P13612 whole entry, looked up): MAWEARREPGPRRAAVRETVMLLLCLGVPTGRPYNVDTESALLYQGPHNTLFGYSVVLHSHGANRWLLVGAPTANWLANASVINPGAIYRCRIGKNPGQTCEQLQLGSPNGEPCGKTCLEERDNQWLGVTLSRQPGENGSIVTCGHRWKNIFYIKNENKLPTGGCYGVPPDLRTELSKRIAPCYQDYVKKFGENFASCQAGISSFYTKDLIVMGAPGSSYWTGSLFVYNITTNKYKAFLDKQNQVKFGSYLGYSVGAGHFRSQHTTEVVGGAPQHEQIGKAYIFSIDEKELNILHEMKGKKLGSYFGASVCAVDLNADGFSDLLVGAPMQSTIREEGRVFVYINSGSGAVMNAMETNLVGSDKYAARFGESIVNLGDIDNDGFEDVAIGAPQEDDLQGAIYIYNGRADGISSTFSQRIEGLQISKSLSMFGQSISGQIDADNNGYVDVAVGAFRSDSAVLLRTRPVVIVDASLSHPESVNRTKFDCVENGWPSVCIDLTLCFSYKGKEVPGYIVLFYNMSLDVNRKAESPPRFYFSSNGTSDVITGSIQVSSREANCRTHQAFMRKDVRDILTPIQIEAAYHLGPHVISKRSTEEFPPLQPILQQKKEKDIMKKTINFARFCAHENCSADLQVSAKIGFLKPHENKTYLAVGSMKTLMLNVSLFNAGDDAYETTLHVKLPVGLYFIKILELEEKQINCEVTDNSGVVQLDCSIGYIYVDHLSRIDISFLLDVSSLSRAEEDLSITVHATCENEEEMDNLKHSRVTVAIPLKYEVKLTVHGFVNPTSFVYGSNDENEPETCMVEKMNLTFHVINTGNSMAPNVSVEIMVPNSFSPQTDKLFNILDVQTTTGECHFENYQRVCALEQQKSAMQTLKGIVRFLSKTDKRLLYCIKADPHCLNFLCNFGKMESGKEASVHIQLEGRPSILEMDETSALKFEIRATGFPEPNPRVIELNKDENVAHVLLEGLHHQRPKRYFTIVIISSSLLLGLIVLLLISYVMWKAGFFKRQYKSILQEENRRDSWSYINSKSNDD
* hit, by the source's call. An excerpt (hit frequency here may not be typical).

`Cc1nc(Nc2nc3ccccc3o2)nc(C)c1C(=O)Nc1ccc(F)cc1` gave MCL1 BIM primary -3, GLD-1 TGE inh 8, MEX-5 binding 1.2, PME-1 inh -1, GRK2 inh 0, BCLXL inh 1, Efflux pump mplx 0.0, Fam108B inh 3 and VLA-4 inh -1.
For O=C(Cn1nc(-c2ccccc2)ccc1=O)NCCN1CCN(c2cccc(Cl)c2)CC1 the results were MCL1 BIM primary 5, GLD-1 TGE inh -4, MEX-5 binding 3.2, PME-1 inh -2, GRK2 inh 0, BCLXL inh 2, Efflux pump mplx 0.1, Fam108B inh -3 and VLA-4 inh 14.
Screening NC(=O)C1(N2CCCCC2)CCN(C(=O)CSc2nc3ccccc3s2)CC1 returned MCL1 BIM primary 2, GLD-1 TGE inh -5, MEX-5 binding -0.6, PME-1 inh 4, GRK2 inh 0, BCLXL inh 2, Efflux pump mplx -0.1, Fam108B inh 4 and VLA-4 inh 12.
For CCCCCNC(=O)CC1Nc2c3ccccc3nc(=S)n2C1=O (stereo not drawn) the results were MCL1 BIM primary -4, GLD-1 TGE inh 9, MEX-5 binding 0.6, PME-1 inh -2, GRK2 inh 3, BCLXL inh 5, Efflux pump mplx 0.1, Fam108B inh 2 and VLA-4 inh 26.
Screening CC(=O)Nc1ccc2ccc3cccc4ccc1c2c34 returned MCL1 BIM primary 5, GLD-1 TGE inh -6, MEX-5 binding -6.2, PME-1 inh -5, GRK2 inh 0, BCLXL inh 9, Efflux pump mplx -0.1, Fam108B inh -5 and VLA-4 inh -9.
COc1ccc2c(c1OC)C(=O)OC2Nn1cncn1 (stereo not drawn) was read as MCL1 BIM primary -6, GLD-1 TGE inh 1, PME-1 inh 0, GRK2 inh 0, BCLXL inh 0, Efflux pump mplx -0.1, Fam108B inh -2 and VLA-4 inh -12.
Screening O=C(NC(=S)Nc1cccc2cc(O)ccc12)c1ccccc1Br returned MCL1 BIM primary 14, GLD-1 TGE inh 3, MEX-5 binding 4.1, PME-1 inh 13, GRK2 inh 0, BCLXL inh 6, Efflux pump mplx -0.1, Fam108B inh -1 and VLA-4 inh -1.
Screening COc1ccccc1-c1noc(-c2ccccc2)n1 returned MCL1 BIM primary 0, GLD-1 TGE inh 2, MEX-5 binding -1.1, PME-1 inh -6, GRK2 inh 0, BCLXL inh 8, Efflux pump mplx 0.0, Fam108B inh -4 and VLA-4 inh -4.
CC(=O)NC(Cc1ccccc1)C(=O)NC1CCN(C(=O)c2ccc([N+](=O)[O-])cc2)CC1 (stereo not drawn) was read as MCL1 BIM primary 2, GLD-1 TGE inh 5, MEX-5 binding -2.2, PME-1 inh 5, GRK2 inh 0, BCLXL inh 4, Efflux pump mplx 0.1, Fam108B inh -2 and VLA-4 inh 19.
`Cc1ccc(N(C(=O)C(F)(F)F)C(C(=O)NC2CCCCC2)c2ccncc2)cc1C` (stereo not drawn) gave MCL1 BIM primary 4, GLD-1 TGE inh 4, MEX-5 binding 0.1, PME-1 inh 3, GRK2 inh 3, BCLXL inh 6, Efflux pump mplx -0.3, Fam108B inh 0 and VLA-4 inh 22.
`Cc1occc1C(=O)N/N=C/c1ccc[nH]1` gave MCL1 BIM primary -3, GLD-1 TGE inh 3, MEX-5 binding 2.3, PME-1 inh 3, GRK2 inh 1, BCLXL inh 1, Efflux pump mplx -0.3, Fam108B inh 2 and VLA-4 inh 9.
`Cc1c2ccccc2nc2c(F)c(NCCO)c(F)c(F)c12` gave MCL1 BIM primary active, GLD-1 TGE inh 83*, MEX-5 binding -31*, PME-1 inh 4, GRK2 inh 0, BCLXL inh 157*, Efflux pump mplx -0.1, Fam108B inh 19* and VLA-4 inh -68.
For COCCCNC(=O)CSc1nc2cc(S(=O)(=O)N3CCCCC3)ccc2o1 the results were MCL1 BIM primary -7, GLD-1 TGE inh 4, MEX-5 binding 0.6, PME-1 inh 9, GRK2 inh 3, BCLXL inh -14, Efflux pump mplx 0.0, Fam108B inh 5 and VLA-4 inh 6.
Screening COc1ccc(Cn2c(-c3ccc(OC)c(O)c3)nc3ccccc32)cc1O returned MCL1 BIM primary 1, GLD-1 TGE inh 3, MEX-5 binding 1.1, PME-1 inh -6, GRK2 inh 0, BCLXL inh 6, Efflux pump mplx -0.1, Fam108B inh 1 and VLA-4 inh 4.
Screening Cc1n[nH]c(=O)nc1NC1CCCCC1 returned MCL1 BIM primary 3, GLD-1 TGE inh 4, MEX-5 binding 1.7, PME-1 inh -5, GRK2 inh 0, BCLXL inh 5, Efflux pump mplx 0.0, Fam108B inh -4 and VLA-4 inh 6.

Brought forward from above: 2 compounds, then new ones.
Screening COc1ccc(Cn2c(-c3ccc(OC)c(O)c3)nc3ccccc32)cc1O returned MCL1 BIM primary 1, GLD-1 TGE inh 3, MEX-5 binding 1.1, PME-1 inh -6, GRK2 inh 0, BCLXL inh 6, Efflux pump mplx -0.1, Fam108B inh 1 and VLA-4 inh 4.
Screening Cc1n[nH]c(=O)nc1NC1CCCCC1 returned MCL1 BIM primary 3, GLD-1 TGE inh 4, MEX-5 binding 1.7, PME-1 inh -5, GRK2 inh 0, BCLXL inh 5, Efflux pump mplx 0.0, Fam108B inh -4 and VLA-4 inh 6.
Screening Cc1cc(NC(=O)CSc2n[nH]c(N)n2)no1 returned MCL1 BIM primary 3, GLD-1 TGE inh 4, MEX-5 binding 1.7, PME-1 inh 1, GRK2 inh 0, BCLXL inh 6, Efflux pump mplx 0.0, Fam108B inh 1 and VLA-4 inh 8.
Screening Cc1ccccc1Nc1nc(N)nc(COC(=O)c2ccco2)n1 returned GLD-1 TGE inh -9, GRK2 inh 0, Efflux pump mplx 0.0 and VLA-4 inh 18.
`CN(C)S(=O)(=O)c1ccc(S(=O)(=O)Nc2ccc3c(c2)oc2ccccc23)cc1` gave MCL1 BIM primary -8, GLD-1 TGE inh 4, MEX-5 binding -1.0, PME-1 inh -5, GRK2 inh 0, BCLXL inh 2, Efflux pump mplx 0.1, Fam108B inh 2 and VLA-4 inh 2.
FC(F)Sc1ccc(NC(=S)NC(c2ccccc2)c2ccccc2)cc1 was read as MCL1 BIM primary -8, GLD-1 TGE inh 2, MEX-5 binding 2.2, PME-1 inh -101, GRK2 inh 1, BCLXL inh -4, Efflux pump mplx 0.1, Fam108B inh -78 and VLA-4 inh 16.
Cc1cccc(C)c1NC(=O)CNC(=O)CCCN1C(=O)c2cccc3cccc(c23)C1=O was read as MCL1 BIM primary -4, GLD-1 TGE inh 6, PME-1 inh -4, GRK2 inh 3, BCLXL inh 4, Efflux pump mplx 0.9 and VLA-4 inh 26.
`NC(=O)c1ccc(SCC(=O)OCC(=O)N2CCCC2=O)c([N+](=O)[O-])c1` gave MCL1 BIM primary 1, GLD-1 TGE inh -4, MEX-5 binding 0.5, PME-1 inh 4, GRK2 inh 0, BCLXL inh -2, Efflux pump mplx 0.3, Fam108B inh 2 and VLA-4 inh 11.
COc1ccc(CNS(=O)(=O)NCc2ccc(OC)c(OC)c2)cc1 was read as MCL1 BIM primary 6, GLD-1 TGE inh 2, MEX-5 binding 1.0, PME-1 inh 1, GRK2 inh 3, BCLXL inh 7, Efflux pump mplx -0.1, Fam108B inh -2 and VLA-4 inh 2.
`CNc1nc(CCN2C(=O)c3ccccc3C2=O)cs1` gave MCL1 BIM primary 2, GLD-1 TGE inh 0, MEX-5 binding 0.1, PME-1 inh 2, GRK2 inh 2, BCLXL inh 7, Efflux pump mplx -0.1, Fam108B inh 2 and VLA-4 inh -6.
Screening Cc1ccc(C2Nc3ccccc3-c3nc4ccccc4n32)o1 (stereo not drawn) returned MCL1 BIM primary 4, GLD-1 TGE inh -2, MEX-5 binding -3.5, PME-1 inh -12, GRK2 inh 0, BCLXL inh 3, Efflux pump mplx 0.1, Fam108B inh -6 and VLA-4 inh 14.
For CCOC(=O)C1CCN(C(=O)CSc2ccccc2Cl)CC1 the results were MCL1 BIM primary 8, GLD-1 TGE inh 7, MEX-5 binding 0.1, PME-1 inh -3, GRK2 inh 1, BCLXL inh 7, Efflux pump mplx -0.1, Fam108B inh 4 and VLA-4 inh 2.
`Nc1cc2c([N+](=O)[O-])cccc2o1` gave MCL1 BIM primary -40, GLD-1 TGE inh -2, MEX-5 binding 5.9, PME-1 inh -2, GRK2 inh 1, BCLXL inh -28, Efflux pump mplx -0.1, Fam108B inh 2 and VLA-4 inh -15.
For O=C(COc1ccc2ccc(=O)oc2c1)NC(Cc1ccc(Cl)cc1)C(=O)O (stereo not drawn) the results were MCL1 BIM primary -6, GLD-1 TGE inh 3, MEX-5 binding 0.4, PME-1 inh -3, GRK2 inh 2, BCLXL inh -1, Efflux pump mplx 0.3, Fam108B inh -3 and VLA-4 inh 2.
Cc1cccc(S(=O)(=O)c2c(C)cc(C)[nH]c2=O)c1 was read as MCL1 BIM primary -6, GLD-1 TGE inh -2, MEX-5 binding 0.9, PME-1 inh 6, GRK2 inh 4, BCLXL inh 0, Efflux pump mplx 0.2, Fam108B inh 0 and VLA-4 inh 4.
For c1ccc(CCn2c(C3CC3)nc3ccccc32)cc1 the results were MCL1 BIM primary 10, GLD-1 TGE inh 4, MEX-5 binding 1.1, PME-1 inh 0, GRK2 inh 0, BCLXL inh 3, Efflux pump mplx 0.0, Fam108B inh -2 and VLA-4 inh 1.
For CC1CCc2nc3ccc(S(=O)(=O)N4CCC(C(=O)N5CCCCC5)CC4)cc3c(C(=O)O)c2C1 (stereo not drawn) the results were MCL1 BIM primary 10, GLD-1 TGE inh 5, MEX-5 binding -3.5, PME-1 inh 2, GRK2 inh 2, BCLXL inh 11, Efflux pump mplx -0.1, Fam108B inh 2 and VLA-4 inh -2.
For CCC1CCCCN1CCCNC(=O)c1c(O)nc2ccccn2c1=O (stereo not drawn) the results were MCL1 BIM primary 5, GLD-1 TGE inh 10, MEX-5 binding 0.4, PME-1 inh 2, GRK2 inh 0, BCLXL inh 6, Efflux pump mplx 0.1, Fam108B inh 1 and VLA-4 inh 2.

Of the compounds above, three have a Cl atom.
For O=C(Cn1nc(-c2ccccc2)ccc1=O)NCCN1CCN(c2cccc(Cl)c2)CC1 the results were MCL1 BIM primary 5, GLD-1 TGE inh -4, MEX-5 binding 3.2, PME-1 inh -2, GRK2 inh 0, BCLXL inh 2, Efflux pump mplx 0.1, Fam108B inh -3 and VLA-4 inh 14.
For CCOC(=O)C1CCN(C(=O)CSc2ccccc2Cl)CC1 the results were MCL1 BIM primary 8, GLD-1 TGE inh 7, MEX-5 binding 0.1, PME-1 inh -3, GRK2 inh 1, BCLXL inh 7, Efflux pump mplx -0.1, Fam108B inh 4 and VLA-4 inh 2.
For O=C(COc1ccc2ccc(=O)oc2c1)NC(Cc1ccc(Cl)cc1)C(=O)O (stereo not drawn) the results were MCL1 BIM primary -6, GLD-1 TGE inh 3, MEX-5 binding 0.4, PME-1 inh -3, GRK2 inh 2, BCLXL inh -1, Efflux pump mplx 0.3, Fam108B inh -3 and VLA-4 inh 2.
